High-throughput results as filed in PubChem.
pAkt inh – inhibitors of Akt phosphorylation. Neuro2A IGF-stimulated pAkt S473 HTRF, 20 min; active compounds read low. activity change, % for hits at 50 µM. 0.32% of 360,000 active; in the data active = activity change below about -80%; inconclusive = mostly about -51% to -80%; note: % is set by controls: 0 for no effect and ±100 for the full control effect
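Neuro2A cells in DMEM with 0.5% FBS, overnight at 37 deg C, given compound at single 50 µM final, then IGF (6 nM final) for 20 min at 37 deg C. Lysed; phospho-Akt Ser473 by HTRF after 24 h, 665/615 ratio.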
CCT modulator – cytosolic chaperonin activity modulation. purified chaperonin ATPase assay, HTRF ADP detection, 30 min. activity change, % (concentration not given with the values), hits read low. 0.3% of 360,000 active. AID 651819; in the data active = activity change below about -30%; note: % is set by controls: 0 for no effect and ±100 for the full control effect
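We incubate TRiC, 40 or 20 nM final, with library compounds at 76 uM and 10 uM ATP for 30 min at 37 °C. ADP formed is detected with Transcreener HTRF reagents after 30 min at room temperature.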
MmCpn inh – blocks the Methanococcus maripaludis chaperonin Mm-Cpn; Potency, µM (series often up to 76.9 µM), for the others: at the highest dose activity, negative = inhibition, actives largely listed as inhibitors; purified Mm-Cpn ATPase, ADP Transcreener TR-FRET; 0.031% of 330,000 active; note: potency is the fitted concentration of half-maximal effect; % is set by controls: 0 for no effect and ±100 for the full control effect; nearly all actives have a fitted effect of over 80% in size
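ATPase turnover read by TR-FRET ADP competition (Eu cryptate antibody/ADP-d2, 665/590 nm): 10uM ATP final, 25nM Mm-CPN final, 30 min 37degC after 10-min compound preincubation, pH 7.4 Tris/KCl/MgCl2/DTT buffer.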
Nrf2 block – Nrf2 pathway inhibition. A549 ARE-Fluc reporter, luciferase luminescence, 18-24 h. Potency, µM (titrated, usually from 46 µM), without a hit: at the highest dose activity change, negative = inhibition, hits mostly inhibitors. 2.1% of 360,000 active. AID 504444; note: potency is the fitted concentration of half-maximal effect; % is set by controls: 0 for no effect and ±100 for the full control effect; nearly all actives have a fitted effect of over 60% in size
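In this cell-based qHTS, ARE-driven firefly luciferase in A549 cells reports Nrf2 activity; the luminescent signal after BugLite lysis is the measured value, with a prior CellTiter-Fluor read for cell health.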
TGFb SMAD3 inh – blocks TGF-b signaling; AID 588855; Potency, µM (titrated, usually from 46.1 µM), for the others: top-dose activity, negative = inhibition, actives largely listed as inhibitors; 1.2% of 410,000 active; HepG2 CAGA-GFP TGF-b/SMAD3 reporter, GFP fluorescence, 18 h; TGF-beta stimulated, 500 pg/mL final; note: potency is the fitted concentration of half-maximal effect; % is set by controls: 0 for no effect and ±100 for the full control effect; nearly all actives have a fitted effect of over 65% in size
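HEPG2 CAGA-GFP reporter cells (1000/well, DMEM with 1% FBS) received compounds, then recombinant TGF-beta at 500 pg/mL final for 18 hours at 37 degrees C. Per-cell GFP summed per well was normalised to unstimulated and stimulated DMSO controls before curve fitting.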
EPAC2 antag – antagonists of human EPAC2 | EPAC2 GEF exchange of Rap1B-BODIPY-GDP, fluorescence | 0.18% of 360,000 active | Q8WZA2 | Potency, µM (highest dose often 114 µM), for inactives: at the highest dose activity, negative = inhibition, most hits filed as inhibitors; note: potency is the fitted concentration of half-maximal effect; % is set by controls: 0 for no effect and ±100 for the full control effect; nearly all actives have a fitted effect of over 45% in size; many of its hits are not listed in these tables
Target sequence (Q8WZA2 whole entry, looked up): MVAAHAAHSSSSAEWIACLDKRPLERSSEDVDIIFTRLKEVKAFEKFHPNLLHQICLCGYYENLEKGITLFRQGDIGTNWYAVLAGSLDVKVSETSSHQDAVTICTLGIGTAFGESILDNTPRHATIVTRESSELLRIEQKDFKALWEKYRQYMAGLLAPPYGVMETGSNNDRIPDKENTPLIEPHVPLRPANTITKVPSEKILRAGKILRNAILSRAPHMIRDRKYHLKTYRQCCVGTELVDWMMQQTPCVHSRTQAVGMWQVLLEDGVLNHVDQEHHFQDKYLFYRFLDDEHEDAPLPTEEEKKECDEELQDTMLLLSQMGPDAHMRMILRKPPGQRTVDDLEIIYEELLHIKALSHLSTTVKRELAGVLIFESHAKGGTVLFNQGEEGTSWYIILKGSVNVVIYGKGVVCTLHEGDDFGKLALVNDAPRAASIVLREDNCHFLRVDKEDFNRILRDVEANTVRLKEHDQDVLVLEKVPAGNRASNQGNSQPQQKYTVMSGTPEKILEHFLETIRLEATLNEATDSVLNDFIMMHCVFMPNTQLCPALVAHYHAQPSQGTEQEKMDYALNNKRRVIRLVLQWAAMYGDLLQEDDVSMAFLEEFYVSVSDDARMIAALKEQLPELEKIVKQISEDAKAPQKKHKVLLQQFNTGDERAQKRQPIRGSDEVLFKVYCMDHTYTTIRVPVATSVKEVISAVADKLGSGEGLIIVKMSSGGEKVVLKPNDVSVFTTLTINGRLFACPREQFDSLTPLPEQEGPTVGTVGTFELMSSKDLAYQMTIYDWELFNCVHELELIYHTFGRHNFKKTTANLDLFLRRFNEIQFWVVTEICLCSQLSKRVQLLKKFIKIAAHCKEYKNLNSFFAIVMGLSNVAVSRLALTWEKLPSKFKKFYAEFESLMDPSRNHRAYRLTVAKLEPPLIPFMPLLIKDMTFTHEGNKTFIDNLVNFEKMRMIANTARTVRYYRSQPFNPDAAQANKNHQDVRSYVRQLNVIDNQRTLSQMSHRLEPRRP
EPAC2 ag – agonists of human EPAC2 (RAPGEF4) | Q8WZA2 | EPAC2 activation, biochemical qHTS; response scale: 100% = 6.5 mM cAMP response | Potency, µM (titrated, usually from 154 µM), for inactives: top-dose activation, actives largely listed as activators | 0.079% of 360,000 active; note: potency is the fitted concentration of half-maximal effect; nearly all actives have a fitted effect of over 50% in size
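Fluorescence exchange assay: 100 nM EPAC2 with 250 nM RAP1B-BODIPY-GDP and 50 uM GDP; compounds tested as a concentration-titration series (qHTS). Loss of Rap1-bound BODIPY-GDP fluorescence read at 480/540 nm; data normalized to 6.5 mM cAMP.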
Nrf2 ARE act – Nrf2 pathway activation | AREc32 ARE-luciferase reporter (MCF7-derived line), luminescence, 24 h | Potency, µM (titrated, usually from 46.1 µM), for inactives: top-dose activation, most hits filed as activators | 0.31% of 410,000 active | AID 624171; note: potency is the fitted concentration of half-maximal effect; % of control where 0% means no effect; nearly all actives have a fitted effect of over 65% in size
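Quantitative high-throughput format: AREc32 reporter cells, 1000 per well, received compound by pin transfer and were incubated 24 hr at 37 deg C, 5% CO2, before Steady-Glo luminescence detection.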
A549 tox – counter-screen for Nrf2 inhibitors: cytotoxicity in A549 cells; A549 ARE-Fluc cells, CellTiter-Fluor viability, 18-24 h; AID 504648; Potency, µM (titrated, usually from 46 µM), for the others: at the top dose activity change, negative = cytotoxicity, actives largely listed as inhibitors; 0.16% of 390,000 active; note: potency is the fitted concentration of half-maximal effect; % is set by controls: 0 for no effect and ±100 for the full control effect
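A549 ARE-Fluc cells in 5% FBS OPTI-MEM, 5000 cells/well, rested 2 h then exposed to compounds in concentration-response for 18-24 h at 37 °C. Viability by CellTiter-Fluor fluorescence (Ex 405/Em 525) after 30 min; luciferase luminescence (BugLite, 15 min, RT) read afterwards.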
An asterisk follows results filed as active; i = inactive; ? = inconclusive; / = no result given. Unless noted, calls come from the whole dose curve; as a rule, active = well fitted curve in the direction sought with a large enough effect; inconclusive = small, poorly fitted or top-dose-only effect, or another doubt; inactive = no such curve, though single readings can be large; an effect the other way counts as inactive or inconclusive. A portion of the library; rates above refer to the full screens.

SMILES	pAkt inh	CCT modulator	MmCpn inh	Nrf2 block	TGFb SMAD3 inh	EPAC2 antag	EPAC2 ag	Nrf2 ARE act	A549 tox
COC1(NC(=O)c2ccccc2)C(C)=CC(=O)C=C1C	i	-0.2	1%	-1%	-15%	10%	2%	0.3%	3%
CC=Cc1cc2c(c(=O)o1)C(=O)C(O)C(C)O2 (centres undefined)	i	-0.3	/	-30%	11µM*	0%	-2%	-1.5%	-23%
CCOC(=O)COc1ccc(S(=O)(=O)Nc2ccc(C)cc2)cc1	?	0.7	1%	/	-38%	1%	-2%	-0.8%	-4%
CCCOC(=O)c1cc(-c2ccc(C=O)o2)ccc1Cl	i	-0.6	0%	13%	?	2%	-4%	4.1%	7%
CC(=O)Nc1ccc(NS(=O)(=O)c2ccc3c(c2)NC(=O)CC(=O)N3)cc1	i	-0.2	1%	?	1%	7%	-1%	-0.5%	4%
COc1ccc(C2=C(C)C(=O)N(Cc3ccc(C(=O)Nc4ccc(C)c(C)c4)cc3)S2(=O)=O)cc1	/	/	/	?	?	/	/	0.4%	4%
CCc1c(C)nc2cc(-c3cc(OC)cc(OC)c3)nn2c1N1CCCC1	i	-2.1	-1%	-12%	?	-12%	13%	7.3%	12%
CC(=O)c1cccc(NC(=S)NC(=O)Cc2ccc(Cl)cc2)c1	i	-2.5	0%	-1%	1%	-10%	8%	2.4%	-1%
COc1cc(C(C)=O)ccc1COc1ccc(C(=O)OCC(N)=O)cc1OC	i	-4.3	-1%	3%	7%	2%	-1%	2.9%	-2%
O=C(Nc1ccc2c(c1)OCCO2)c1[nH]c(C(F)(F)F)nc1-c1ccccc1	i	-0.4	/	/	-13%	-7%	8%	-1.3%	/
O=c1cc(-c2ccccc2)nc(SCc2ccccc2F)[nH]1	i	0.1	1%	-1%	5%	0%	-5%	1.0%	10%
CC(C)(C)C1CCC(=NNC(=S)NCc2ccccc2)CC1 (centres undefined)	i	0.0	0%	1%	-4%	-9%	4%	0.3%	4%
O=C1NN(c2ccc(F)c(Cl)c2)C(=O)/C1=C\c1cccc(OC(=O)c2cccs2)c1	i	-1.5	0%	/	-23%	1%	5%	3.3%	-2%
COc1ccc(CNC(=O)C(CC(C)C)NS(=O)(=O)c2ccc3c(c2)oc(=O)n3C)cc1 (centres undefined)	/	/	/	11%	?	/	/	0.2%	-7%
S=c1[nH]nc(-c2ccco2)n1Cc1ccccc1	i	-0.1	-7%	13%	-13%	5%	-10%	-0.5%	-6%
COc1ccccc1N1CCN(C(=O)CCc2ccc(S(=O)(=O)NC(C)C)cc2)CC1	i	1.3	0%	-23%	-11%	-4%	0%	-0.1%	-5%
O=C(Cc1c(F)cccc1Cl)Nc1ccccn1	i	-3.8	2%	8%	0%	8%	6%	7.8%	-3%
CC(C)OC(=O)c1ccc(OC(=O)c2cccnc2)cc1	i	0.6	-1%	0%	25%	-3%	5%	-0.2%	0%
N#CC1=C(N)C(C#N)(C#N)[C@H](c2ccncc2)[C@H]2CN(C(=O)OCc3ccccc3)CC=C12	i	-3.1	-22%	?	-25%	-2%	-9%	4.8%	1%
COc1cccc(C(C(=O)NC2CCCCC2)N(C(=O)c2ccco2)c2ccc(-n3cnnn3)c(C)c2)c1 (centres undefined)	i	-0.4	0%	0%	10%	-5%	1%	-0.6%	-9%
N#C/C(=C\c1ccc(Cl)cc1)c1nc2ccccc2o1	i	-1.9	-5%	6%	15%	6%	0%	?	9%
CCN(CC)N=Nc1cccc(NC(C)=O)c1	i	-4.9	-2%	7%	-7%	3%	3%	-0.1%	1%
CC(C(=O)Nc1ccc2c(c1)OCO2)N(c1ccc(Cl)cc1)S(C)(=O)=O (centres undefined)	i	0.8	1%	-8%	2%	0%	7%	1.9%	-15%
C=CC[C@H](CC(=O)N[C@H](CO)Cc1ccccc1)C(=O)N[C@@H](COC(=O)[C@H](CC=C)CC(=O)OC(C)(C)C)Cc1c[nH]c2ccccc12	i	-9.4	1%	?	?	-1%	-5%	-3.7%	?
Cc1ccc2[nH]c(C(=O)N/N=C/c3ccccc3O)c(C)c2c1	i	1.2	2%	?	?	-15%	1%	0.3%	-2%
(more compounds)
SMILES	pAkt inh	CCT modulator	MmCpn inh	Nrf2 block	TGFb SMAD3 inh	EPAC2 antag	EPAC2 ag	Nrf2 ARE act	A549 tox
Cn1c(/C=N/NC(=O)c2ccccc2)nc2ccccc21	i	-0.1	0%	?	-19%	6%	4%	-0.3%	-6%
O=C(O)c1cc(NN=C2CCN(Cc3ccccc3)CC2)ccc1Cl	i	-1.1	2%	?	-5%	-20%	5%	2.2%	2%
CN1C[C@@H]2C(c3ccccc3)C3(c4ccc(C#N)cc4)CC2(C3)[C@H]1c1ccccc1 (some centres undefined)	i	1.6	1%	-1%	4%	10%	14%	3.7%	2%
NC(=O)c1c(NC(=S)Nc2ccccc2)sc2c1CCCC2	i	0.1	-9%	-8%	0%	-4%	8%	4.2%	-5%
Cc1ccc(-c2cnc(C(O)c3ccc(Cl)cc3C)[nH]2)cc1 (centres undefined)	i	-0.4	/	/	6%	3%	11%	-0.5%	/
CC(=O)Nc1ccc(Nc2cc(C)nc3c(-c4ccccc4)c(C)nn23)cc1	i	-0.6	-3%	1%	0%	-1%	12%	0.6%	1%
COc1ccc(C2=Nn3c(nnc3C(F)(F)F)SC2)cc1	i	0.8	-4%	-19%	-27%	-27%	9%	-0.9%	-3%
C#CCNC(=O)C1=C[C@@H](c2cn(C(C)=O)c3ccccc23)C[C@@H](OCc2ccc(CO)cc2)O1	i	-2.4	/	22%	-4%	2%	3%	7.7%	0%
O=c1[nH]cnc2onc(-c3ccc(F)cc3)c12	i	-0.4	-2%	?	-1%	-4%	5%	-0.9%	0%
Cn1nnnc1SCc1cccc2ccccc12	i	0.7	1%	-2%	-18%	9%	4%	-0.5%	0%
O=C(NC(NC(=S)Nc1c(Cl)cc(Cl)cc1Cl)C(Cl)(Cl)Cl)OCc1ccccc1 (centres undefined)	i	0.5	1%	2.9µM*	?	5%	-11%	12%	?
CCC(C)c1ccc(NC(=O)COC(=O)C2CCCC2)cc1 (centres undefined)	i	-0.6	1%	3%	-13%	-11%	2%	-0.6%	12%
CCC(C)[C@H](NC(=O)NCc1ccc(Cl)cc1)C(=O)OC (some centres undefined)	i	-4.3	0%	-8%	8%	1%	10%	-0.1%	-9%
C/C(=C\c1ccc(N)cc1)c1nc2ccccc2[nH]1	i	0.1	0%	?	-1%	4%	7%	-0.8%	-1%
CCCC(OC(=O)CC1Sc2ccccc2NC1=O)C(=O)NCc1ccco1 (centres undefined)	i	-2.9	2%	-8%	?	-3%	0%	1.7%	6%
CN(c1ccccc1C(=O)Nc1ccc2ccccc2c1)S(C)(=O)=O	i	-2.1	/	-6%	0%	-11%	8%	-1.4%	-4%
COc1cc(/C=C/C(=O)OCc2c(C)noc2C)ccc1OC(F)F	i	2.5	0%	0%	-16%	-23%	3%	12%	14%
COc1ccc(NC(=O)N2CCCCC2)cc1	i	-1.4	1%	/	-3%	15%	0%	-0.3%	-1%
COc1ccccc1NC(=O)COc1ccccc1C(=O)c1cnn(-c2ccccc2)c1	i	1.7	-1%	8%	-3%	0%	5%	6.2%	-1%
O=C(O)CN(c1ccccn1)S(=O)(=O)c1ccccc1	i	0.1	1%	12%	-5%	11%	1%	0.0%	-4%
CCOC(=O)CN1C(=O)c2ccccc2C1=O	i	1.5	2%	0%	9%	-3%	7%	0.0%	11%
O=C(OCc1cc(=O)n2nc(C3CCCCC3)sc2n1)c1ccc(F)cc1	/	/	/	26%	-19%	/	/	-0.7%	5%
Cc1sc2ncnc(N3CCC(C(=O)NNC(=O)COc4ccccc4F)CC3)c2c1C	i	-3.3	-5%	?	?	-2%	-1%	0.1%	0%

Reformatted: 10 of the compounds above
| canonical_smiles | pAkt inh | CCT modulator | MmCpn inh | Nrf2 block | TGFb SMAD3 inh | EPAC2 antag | EPAC2 ag | Nrf2 ARE act | A549 tox |
| --- | --- | --- | --- | --- | --- | --- | --- | --- | --- |
| Cc1ccc(-c2cnc(C(O)c3ccc(Cl)cc3C)[nH]2)cc1 (centres undefined) | i | -0.4 | / | / | 6% | 3% | 11% | -0.5% | / |
| CC(=O)Nc1ccc(Nc2cc(C)nc3c(-c4ccccc4)c(C)nn23)cc1 | i | -0.6 | -3% | 1% | 0% | -1% | 12% | 0.6% | 1% |
| COc1ccc(C2=Nn3c(nnc3C(F)(F)F)SC2)cc1 | i | 0.8 | -4% | -19% | -27% | -27% | 9% | -0.9% | -3% |
| C#CCNC(=O)C1=C[C@@H](c2cn(C(C)=O)c3ccccc23)C[C@@H](OCc2ccc(CO)cc2)O1 | i | -2.4 | / | 22% | -4% | 2% | 3% | 7.7% | 0% |
| O=c1[nH]cnc2onc(-c3ccc(F)cc3)c12 | i | -0.4 | -2% | ? | -1% | -4% | 5% | -0.9% | 0% |
| Cn1nnnc1SCc1cccc2ccccc12 | i | 0.7 | 1% | -2% | -18% | 9% | 4% | -0.5% | 0% |
| O=C(NC(NC(=S)Nc1c(Cl)cc(Cl)cc1Cl)C(Cl)(Cl)Cl)OCc1ccccc1 (centres undefined) | i | 0.5 | 1% | 2.9µM* | ? | 5% | -11% | 12% | ? |
| CCC(C)c1ccc(NC(=O)COC(=O)C2CCCC2)cc1 (centres undefined) | i | -0.6 | 1% | 3% | -13% | -11% | 2% | -0.6% | 12% |
| CCC(C)[C@H](NC(=O)NCc1ccc(Cl)cc1)C(=O)OC (some centres undefined) | i | -4.3 | 0% | -8% | 8% | 1% | 10% | -0.1% | -9% |
| C/C(=C\c1ccc(N)cc1)c1nc2ccccc2[nH]1 | i | 0.1 | 0% | ? | -1% | 4% | 7% | -0.8% | -1% |
